Screening results as filed in PubChem BioAssay.
mcGAS MS inh = inhibitors of mouse cGAS; recombinant mouse cGAS, cGAMP by RapidFire MS; hit rate 0.18% among 130,000; inhibition, % at 12.5 µM;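 active = inhibition of cGAS enzyme activity at or above 60%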;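 also: enzyme stimulated by 45 bp dsDNA with ATP and GTP substrates; cGAMP share of summed cGAMP plus half ATP and half GTP signals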
Target sequence (Q8C6L5 whole entry, looked up): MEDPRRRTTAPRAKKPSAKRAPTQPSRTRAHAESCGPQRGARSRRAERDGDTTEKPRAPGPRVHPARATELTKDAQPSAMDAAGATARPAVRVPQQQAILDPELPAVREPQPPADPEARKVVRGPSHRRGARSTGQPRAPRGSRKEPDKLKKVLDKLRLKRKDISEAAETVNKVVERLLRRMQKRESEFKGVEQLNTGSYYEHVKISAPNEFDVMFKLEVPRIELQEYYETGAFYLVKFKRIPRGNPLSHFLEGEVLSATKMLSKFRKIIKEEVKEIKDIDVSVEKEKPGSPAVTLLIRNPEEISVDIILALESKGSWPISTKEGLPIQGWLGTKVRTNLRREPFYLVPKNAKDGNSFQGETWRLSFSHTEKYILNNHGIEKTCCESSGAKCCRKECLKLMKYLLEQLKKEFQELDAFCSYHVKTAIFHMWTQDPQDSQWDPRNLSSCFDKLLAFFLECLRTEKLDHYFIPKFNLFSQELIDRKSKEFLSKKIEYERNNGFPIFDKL
Starred values were filed as active, the others as inactive; & = joins results of further samples. The list is partial; rates above refer to the full screens.

SMILES	mcGAS MS inh
Nc1nc(CSc2nnnn2C2CCCC2)nc(Nc2ccccc2)n1	-14
Cc1cccc(-c2ccc(C(=O)O)c(N3Cc4cnc(C(C)(C)C)nc4C3)n2)c1	-24
O=C(NCc1csc(-c2cnccn2)n1)c1cnn2c1CCCC2	0
CN(Cc1ccccc1CN1CCCC1)C(=O)C1CCC(=O)N(CC2CCCCC2)C1 (stereo unspecified)	-10
CCCCCCSc1nc(-c2ccc(OC)cc2)cc(-c2ccc(OC)cc2)c1C#N	-3
O=C(CCCn1cnnn1)N1C[C@H]2CC=CC[C@H]2C1	7
CN1C(=O)c2ccccc2C(C(=O)NCc2ccccn2)C1c1cn(C)c2ccccc12 (stereo unspecified)	-6
CN(C(=O)c1cc(-c2ccncc2)n[nH]1)C1Cc2ccccc2C1	-3
Fc1ccc(C2Nc3ccccc3Nc3c2c(-c2ccccc2)nn3-c2ccccc2)cc1 (stereo unspecified)	-6
Cc1cccc(SC2CCN(C(=O)c3cn[nH]n3)CC2)c1	-10

Some of the entries so far, bar-delimited.
structure | mcGAS MS inh
CN(C(=O)c1cc(-c2ccncc2)n[nH]1)C1Cc2ccccc2C1 | -3
CN(Cc1ccccc1CN1CCCC1)C(=O)C1CCC(=O)N(CC2CCCCC2)C1 (stereo unspecified) | -10

(cont.)
SMILES	mcGAS MS inh
COc1ccc(CC(=O)Nc2ncc(Cc3cc(F)cc(F)c3)s2)c(OC)c1OC	-2
CCn1nnc2c(SCC(=O)NC)ncnc21	-4
COc1cc2c(cc1OC)CN(C1CCCN(Cc3cccc4nonc34)C1)CC2 (stereo unspecified)	-6&1
CC1CCN(Cc2nnnn2CC(=O)NCc2scnc2-c2ccccc2)CC1	-10&-2
COc1ccc(C(NC(=O)c2ccc3c(c2)OCO3)C2CC2)cc1 (stereo unspecified)	-9
CC(C)(C)OC(=O)c1nnsc1N	-1
Cn1ccc(C(=O)N2CCN(c3nc4ccc(OC(F)(F)F)cc4s3)CC2)n1	-1
CC(C)CSc1n[nH]c(=S)s1	20
Cn1ncc2c(=O)[nH]c(CN3CCCN(c4ccccc4)CC3)nc21	-12
Cc1ccc(-n2nc(C(=O)O)c(=O)n(Cc3cccc(C(F)(F)F)c3)c2=O)cc1C	-3

Looked up by compound from the entries so far (3):
SMILES	mcGAS MS inh
CCn1nnc2c(SCC(=O)NC)ncnc21	-4
COc1cc2c(cc1OC)CN(C1CCCN(Cc3cccc4nonc34)C1)CC2 (stereo unspecified)	-6&1
Cn1ncc2c(=O)[nH]c(CN3CCCN(c4ccccc4)CC3)nc21	-12

(listing goes on)
SMILES	mcGAS MS inh
Cc1cc(N2CCC(CC(N)=O)CC2)nc(C(C)(C)C)n1	-8
O=C1NCC2(CCCN(C(=O)c3csc(Cc4ccccc4)n3)C2)O1 (stereo unspecified)	2
CO[C@H]1/C=C/O[C@@]2(C)Oc3c(C)c(O)c4c(O)c(c(C=NN5CCN(C)CC5)c(O)c4c3C2=O)NC(=O)/C(C)=C\C=C\[C@H](C)[C@H](O)[C@@H](C)[C@@H](O)[C@@H](C)[C@H](OC(C)=O)[C@@H]1C	-2
COc1ccc(OCCSc2nc3nc(C)cc(C)n3n2)cc1	-7
COCC1CCCCN1Cc1nc(-c2ccc(F)c(OC)c2)oc1C (stereo unspecified)	-9
COc1c(S(=O)(=O)NCc2cccnc2)ccc(Cl)c1Cl	-9
COc1ccc(-c2ccccc2NC(=O)C2CCCN(C3CCCCC3)C2)cc1 (stereo unspecified)	1
CN1CCCC1=NS(=O)(=O)c1ccc(NC(=O)c2ccco2)cc1	-6
Cc1ccc(C(=O)COC(=O)c2ccc(Br)cn2)cc1	11
C=CCN(C(=O)C(C)Oc1ccccc1)c1nc(C(=O)OCC)cs1 (stereo unspecified)	-7
COc1ccc(-c2cc(=O)n(CC(=O)Nc3ccccn3)cn2)cc1	-8
Cc1cccc(NC(=O)CN(C)C(=O)c2cc(=O)c3ccccc3o2)c1C	-12
Cc1nc(CCNC(=O)Cc2ccc(Cl)cc2Cl)cs1	-20
CC(C)c1noc(C2CCCN(C(=O)c3cnnn3-c3ccccc3)C2)n1 (stereo unspecified)	-7
c1ccc2oc(C3=NCCN3)cc2c1	-12
O=C(CCCc1cccs1)N1CCC2(CCCNC2)C1 (stereo unspecified)	-8
CNC(=O)c1nnc2n1CCN(C(=O)c1ccc(C(C)C)cc1)C2	-18
CC(C(=O)Nc1cccc(C#N)c1)N(C)Cc1ccco1 (stereo unspecified)	-6
CC(NC(=O)CCc1nc2sc3c(c2c(=O)[nH]1)CCC3)c1ccncc1 (stereo unspecified)	-3
Cc1ccc(CSc2nnc(CCC(=O)O)c(=O)[nH]2)cc1	3
CCN1CCCC1C1CCCN1C(=O)c1c(C)nn(C)c1Cl (stereo unspecified)	-46
CC(=O)c1ccc2c(c1)N(Cc1cc(C)on1)C(=O)C(C)S2 (stereo unspecified)	-7
CC(C)OCCCNC(=O)CCCn1c(=O)[nH]c2cc(Cl)ccc2c1=O	-7
Cc1ccc(CN(CCC(=O)N2CCOCC2)CCc2ccccc2)s1	-1
COc1ccc(N2CCCn3c2nc2c3c(=O)n(CCC(C)C)c(=O)n2C)c(OC)c1	1
O=C(NCCc1ccccc1Cl)N1CCC(OCC2CC2)CC1	-4
Cc1cc(C(=O)NNC(=O)COc2ccc(Cl)c(Cl)c2)n(C)n1	-6
CC(N(C)S(=O)(=O)c1ccc(F)c(F)c1)C(C)(C)C (stereo unspecified)	-4
C=CCNC(=S)Nc1cccc(NC(=S)NCC=C)c1	-7
N#Cc1ccc(CON=C(N)c2ccccc2)cc1	-15
CCn1nnc2c(SCC(=O)N(C)c3ccccc3)ncnc21	-1
COc1ccc(CCN(C)C2CCCN(C(=O)c3ocnc3C)C2)cc1OC (stereo unspecified)	-6
Cc1cc(C(C)(C)C)cc(C)c1CCNC(=O)c1ccc(C(F)(F)F)[nH]c1=O	6
Cc1ncc(CN(C)C(=O)Nc2ccccc2N2CCCCCC2)s1	-10
CN(Cc1ccccc1)C(=O)c1cc2c(c(S(N)(=O)=O)c1)CCC2	-14&-5
O=C(Nc1ccccn1)C1CCN(c2cccc(C(F)(F)F)n2)CC1	7
CCc1ccccc1NC(=O)Cn1[nH]c(=O)c2ccccc2c1=O	-19
COC(=O)[C@@H]1C[C@H](NS(=O)(=O)c2c(C)cc(OC)c(C)c2C)CN1C	-12
O=C1CC[C@@H](C(=O)N2CSC[C@H]2C(=O)O)N1	-1&0
CCOc1ccc(NC(=O)Cn2cc(-c3ccccc3)c3ncn(CCOC)c(=O)c32)cc1	-9
O=S(=O)(CCC1CCCO1)NCCc1ccccc1Cl (stereo unspecified)	-3
Cc1ccc2nc(CC#N)[nH]c(=O)c2c1	21
O=C(c1cc(Cl)c2c(c1)OCCCO2)N1CCN(S(=O)(=O)c2ccccc2)CC1	11
N#CC(=Cc1ccccc1)S(=O)(=O)c1cc(Br)ccc1Br	-7
O=C(O)CCNC(=O)c1ccc([N+](=O)[O-])o1	20
Cc1cc(C)cc(NC(=O)CSc2nc(=O)n3cc(Cl)ccc3n2)c1	-10
Cc1cc(C)c2nc(SCCC#N)nc(C)c2c1	-10
O=C(COc1ccc(Cl)cc1)NCc1ccccc1CN1CCOCC1	-5
CN(Cc1ccccc1)c1ncccc1CNC(=O)CN1CCOC1=O	-5
CCn1c(C2CCCN(c3ncnc4nc[nH]c34)C2)n[nH]c1=O (stereo unspecified)	9
(continued)
SMILES	mcGAS MS inh
CC(C)Cc1noc(CN(C)c2nc(-c3ccccc3)nc3c2CCNC3)n1	-19
Cc1cccnc1CCNC(=O)C1CCC(=O)N(Cc2ccccn2)C1 (stereo unspecified)	1
COc1c(C)cc(-c2nccc(C)n2)cc1C	-40
NC(=NOC(=O)COc1ccc2ccccc2c1Br)c1cccnc1	-22
C=CCOc1ccc(CNc2nn[nH]n2)cc1OCC	-10
N#Cc1ccc(NCC2CCS(=O)(=O)C2)c(C(F)(F)F)c1 (stereo unspecified)	0
Cc1ccc(-c2[nH]ncc2CNc2ccccc2F)cc1	1
CCOC(=O)C(C#N)=Cc1ccc(F)cc1	-4
CCOC(=O)Cc1ccccc1NC(=O)NCc1ccc(F)cc1	3
CCOC(=O)c1c(CN2CCOCC2)oc2c1c(Cl)c(OC(C)=O)c1ccccc12	-10

6 of these compounds, reformatted.
| mcGAS MS inh | Structure |
| --- | --- |
| -10 | C=CCOc1ccc(CNc2nn[nH]n2)cc1OCC |
| 0 | N#Cc1ccc(NCC2CCS(=O)(=O)C2)c(C(F)(F)F)c1 (stereo unspecified) |
| 1 | Cc1ccc(-c2[nH]ncc2CNc2ccccc2F)cc1 |
| -4 | CCOC(=O)C(C#N)=Cc1ccc(F)cc1 |
| 3 | CCOC(=O)Cc1ccccc1NC(=O)NCc1ccc(F)cc1 |
| -10 | CCOC(=O)c1c(CN2CCOCC2)oc2c1c(Cl)c(OC(C)=O)c1ccccc12 |

The listing continues.
SMILES	mcGAS MS inh
Cc1nc2ccc(Cl)cn2c(=O)c1NC(=O)C(c1ccccc1)c1ccccc1	10
Cc1noc(N)c1C(=O)OC(C)C(=O)NCC(F)(F)F (stereo unspecified)	3
Cc1cccc2sc(N(CCN3CCOCC3)C(=O)c3cccc([N+](=O)[O-])c3)nc12	-1
O=C(O)Cc1ccc(S(=O)(=O)Cl)cc1	-26
Cc1cc2c(cnc3ncnn32)c(=O)n1NC(=O)c1cccnc1	-12
Cc1cccc(N(C(=O)c2cnc3n(c2=O)CCS3)C2CCCCC2)c1	-7
